# Screens as filed in PubChem.
# HRas wt GTP: changes GTP binding to wildtype human HRas; P01112; GST-Ras wt beads, Bodipy-FL-GTP binding, flow cytometry; actives lie on both sides; AID 759; 190,000 tested, 0.14% active; GTP binding activity, % at 10 µM;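 active = GTP binding activity at least 20% away from the 100% baseline, either lowered as inhibitor or raised as activator; inconclusive = flagged as likely green fluorescent, judged across all proteins in the well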;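 also: 0% = unlabeled GTP competition control and 100% = no-compound control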
# Target sequence (P01112 whole entry, looked up): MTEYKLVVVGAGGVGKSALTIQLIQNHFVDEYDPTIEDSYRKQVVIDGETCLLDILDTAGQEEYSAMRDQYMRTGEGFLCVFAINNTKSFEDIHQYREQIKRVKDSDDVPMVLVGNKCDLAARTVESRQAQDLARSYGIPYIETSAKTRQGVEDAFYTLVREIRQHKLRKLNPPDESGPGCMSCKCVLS
# Cdc42 wt GTP: changes GTP binding to wildtype human Cdc42; GST-Cdc42 beads, Bodipy-GTP binding, flow cytometry; actives lie on both sides; percent activity (GTP binding), % at 10 µM; 190,000 tested, 0.2% active; AID 761;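 active = percent activity GTP binding at least 20 points away from the 100% baseline, either down as inhibitor or up as activator; inconclusive = compound flagged as likely green fluorescent from well-wide comparison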;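 also: median bead fluorescence of bound Bodipy-FL-GTP at 100 nM; 0% = excess unlabeled GTP control and 100% = no compound control; below 100% means less GTP binding so inhibitor and above means activator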
# Target sequence (P60953 whole entry, looked up): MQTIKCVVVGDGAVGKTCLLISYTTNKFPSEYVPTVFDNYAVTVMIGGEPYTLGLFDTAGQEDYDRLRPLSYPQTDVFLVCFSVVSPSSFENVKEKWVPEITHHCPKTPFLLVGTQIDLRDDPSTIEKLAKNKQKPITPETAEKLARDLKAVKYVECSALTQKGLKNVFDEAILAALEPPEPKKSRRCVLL
# Bfl-1 Bim block: human Bim-Bfl-1 interaction inhibition; Q16548; 190,000 tested, 0.12% active; Bead-based flow cytometry, Bim-Bfl-1 binding inhibition; inhibition, % at 10 µM; AID 1008;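 also: 0% = wells without compound plus tracer and 100% = blocker peptide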
# Bim-Bcl-XL: human Bim-Bcl-XL interaction inhibition; Bim peptide-Bcl-XL binding, bead flow cytometry, fluorescence; inhibition, % at 10 µM; Q07817; 190,000 tested, 0.04% active
# Rac1 mut GTP: modulators of GTP binding to human Rac1 activated mutant; P63000; GST-Rac1 activated beads, fluorescent GTP binding, flow cytometry; actives lie on both sides; 100% means binding = to untreated wells; AID 764; 190,000 tested, 0.11% active; percent activity (GTP binding), % at 10 µM;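 active = GTP binding at least 20 percentage points away from the 100% baseline, in either direction, so actives lie on both sides; inconclusive = Compound likely fluorescent itself, or too few beads counted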
# Bim-Bcl-2: disrupts Bim peptide binding to human Bcl-2. P10415. Bead-based flow cytometry, Bim peptide-Bcl-2 binding. inhibition, % at 10 µM. 190,000 tested, 0.06% active. AID 950; in the data active = inhibition above about 40%; inconclusive = no clear call, values can overlap the other calls;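 also: 0% = no compound wells with probe peptide and 100% = reference peptide inhibitor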
# Target sequence (P10415 whole entry, looked up): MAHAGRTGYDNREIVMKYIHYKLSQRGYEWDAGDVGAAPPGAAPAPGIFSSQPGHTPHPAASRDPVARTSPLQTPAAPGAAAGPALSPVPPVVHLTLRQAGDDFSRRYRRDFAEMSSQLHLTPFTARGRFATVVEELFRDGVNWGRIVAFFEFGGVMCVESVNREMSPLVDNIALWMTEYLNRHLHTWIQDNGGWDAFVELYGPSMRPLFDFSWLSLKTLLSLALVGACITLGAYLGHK
# Rab2A wt mod: changes GTP binding to wildtype dog Rab2A, up or down. 190,000 tested, 0.19% active. P61105. GTP binding activity, % at 10 µM. GST-Rab2 wt beads, Bodipy-GTP binding, flow cytometry;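 active = GTP binding activity at least 20 points away from 100%, either lowered or raised; inconclusive = signal likely due to the compound's own green fluorescence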;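 also: 0% = beads with excess unlabeled GTP and 100% = no-compound control corrected for plate trend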
# Rab7 wt GTP bind: modulators of GTP binding to dog Rab7 wildtype GTPase | GST-Rab7 beads, fluorescent GTP binding, flow cytometry; actives lie on both sides; untreated = 100%, excess cold GTP = 0% | GTP binding activity (percent of control), % at 10 µM | 190,000 tested, 0.055% active;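 active = fluorescent GTP binding to Rab7 beads changed by at least 20 points from the 100% baseline, either direction, mostly lower; inconclusive = compound itself probably fluorescent, or too few beads counted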;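 also: median green fluorescence of bound Bodipy-FL-GTP per Rab7 bead population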
# Rac1 wt modul: modulators of human Rac1 wildtype GTP binding; AID 757; P63000; GST-Rac1 beads, fluorescent GTP binding, flow cytometry; actives lie on both sides; 0 = cold GTP competed, 100 = untreated; 190,000 tested, 0.27% active; GTP binding activity (% of control), % at 10 µM;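 active = GTP binding activity at least 20 points away from the 100% control level, either lower or higher; inconclusive = compound flagged as likely green fluorescent, judged across all proteins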
# Bim-Bcl-W: disrupts Bim peptide binding to human Bcl-W. Q92843. bead-based flow cytometry. inhibition, % at 10 µM. 190,000 tested, 0.02% active;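 also: 0% = bound tracer without compound and 100% = peptide blocker; higher means less fluorescent Bim peptide bound to Bcl-W beads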
# Target sequence (Q92843 whole entry, looked up): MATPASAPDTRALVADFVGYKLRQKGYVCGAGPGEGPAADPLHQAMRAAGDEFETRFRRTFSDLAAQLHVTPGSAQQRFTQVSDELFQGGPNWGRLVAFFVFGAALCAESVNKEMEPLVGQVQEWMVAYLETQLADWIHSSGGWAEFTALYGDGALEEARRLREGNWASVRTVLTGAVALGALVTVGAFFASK
# Bcl-B Bim block: inhibitors of Bim-Bcl-B interaction, human | inhibition, % at 10 µM | bead-based flow cytometry, Bim peptide-Bcl-B binding | 190,000 tested, 0.073% active | Q9HD36;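 also: 0% = tracer peptide without compound and 100% = reference inhibitor peptide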
# Target sequence (Q9HD36 whole entry, looked up): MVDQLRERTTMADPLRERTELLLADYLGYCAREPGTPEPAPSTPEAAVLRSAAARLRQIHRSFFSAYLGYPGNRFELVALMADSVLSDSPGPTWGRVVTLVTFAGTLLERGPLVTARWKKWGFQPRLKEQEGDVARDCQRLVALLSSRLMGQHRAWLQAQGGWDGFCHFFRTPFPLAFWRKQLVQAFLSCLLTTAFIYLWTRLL
# * = called active by the depositor; ? = inconclusive. Rule as the data show it, unless noted: active = inhibition above about 40%.
HRas wt GTP	Cdc42 wt GTP	Bfl-1 Bim block	Bim-Bcl-XL	Rac1 mut GTP	Bim-Bcl-2	Rab2A wt mod	Rab7 wt GTP bind	Rac1 wt modul	Bim-Bcl-W	Bcl-B Bim block	compound
102	101	-1	0	99	0	100	103	102	-2	-2	O=C(c1ccccc1-c1nc(-c2ccc(F)cc2)no1)N1CCCC1
98	94	-2	-2	95	1	97	103	101	0	-2	CCc1cc(/C(Cc2ccccn2)=N\Nc2ccccc2)c(O)cc1O
101	99	-4	-2	95	-2	99	104	101	-4	-5	O=C(CCc1nnc(C2CCCCC2)o1)NCCCOc1cccnc1
97	99	-3	-2	95	-1	97	97	97	2	0	CC(=O)Nc1ccc(NC(=O)CCNS(=O)(=O)c2cccc3nsnc23)cc1
102	106	-8	-4	100	-3	102	100	109	1	-7	O=C(C1CC(=O)N(C2CCCC2)C1)N1CCN(c2ccccc2F)CC1 (stereo not given)
97	91	-1	-1	95	0	98	97	95	0	2	O=C(O)C1C2C=CC(O2)C1C(=O)NCCc1cccc(Cl)c1 (stereo not given)
97	97	-12	-8	100	-5	97	96	98	-6	-8	O=C1NC(c2ccccc2)=N/C1=C/c1ccco1
101	102	-19	-5	95	-12	102	101	105	0	-9	O=C1COc2ccc3ccccc3c2CN1
98	97	1	-4	97	2	97	95	104	-2	-3	Cc1nnc(SCc2cc(=O)[nH]c(N3CCN(C)CC3)n2)s1
99	99	-1	-4	96	-1	95	97	101	-2	0	Cc1cc(OC(=O)c2ccccc2Br)cc(=O)n1C
97	96	0	-1	93	-4	93	92	94	-1	-1	C=CCc1cccc(CNc2nc3ccccc3n2CCC)c1O
98	98	-1	-2	101	-4	99	96	96	-6	-2	CC(=O)N(/N=C1\Sc2ccccc2C1=O)c1cccc(C)c1
101	101	0	-5	99	-1	99	98	101	-2	-1	CC(=O)Nc1ccc(S(=O)(=O)NC2(C(F)(F)F)C(=O)Nc3c2c(=O)[nH]c(=O)n3C)cc1 (stereo not given)
100	102	3	-3	98	0	100	97	101	-1	-1	CCOC(=O)C1=C(C)NC2=C(C(=O)C(C(=O)OC)C(C)C2)C1c1ccc(OC)c(O)c1 (stereo not given)
101	97	-1	2	96	-3	104	105	98	1	-6	S=C(Nc1ccccn1)NC1CCCC1
101	97	-8	-1	98	-6	102	105	100	0	-6	CCN(CC)C(=O)CCSc1nnc(-c2ccco2)o1
89	83	7	12	87	6	84	92	83	8	14	CCCn1c(=O)c2c(nc3n2CCN3Cc2ccco2)n(C)c1=O
101	103	-7	0	99	-1	99	100	103	2	-5	COc1ccc(CC(=O)Nc2nc3n(n2)C(c2ccccc2)CC(=O)N3)cc1OC (stereo not given)
99	100	-20	-6	98	-12	100	101	107	0	-7	O=C(CSc1nc(-c2ccco2)cc(C(F)(F)F)n1)NCc1cccs1
101	99	-4	0	94	0	97	96	105	-1	-3	O=C(NCc1cccnc1)c1ccc(COc2ccc(Cl)cc2Cl)o1
99	101	1	4	101	0	97	99	101	3	1	CCOC(=O)N1CCN(c2cc(N)c([N+](=O)[O-])cc2F)CC1
94	96	-3	0	95	1	96	93	98	0	0	O=C1Cc2ccccc2C(=O)N1OCc1ccc(Cl)cc1Cl
98	100	-3	0	96	-1	97	100	98	1	-7	Cc1ccc(C(=O)NN2C(=O)/C(=C/c3cn(C)c4ccccc34)SC2=S)cc1
101	99	-7	-3	103	-5	99	98	102	-1	-7	COc1ccc(Nc2c3c(nc4c(-c5ccccc5)c(C)nn24)CCC3)cc1
98	100	-3	-5	95	-1	98	101	99	-4	-6	CCC(C)(C)n1nnnc1CN1CCN(c2nc3cc(OC)ccc3cc2C#N)CC1

# 3 compounds already listed, ordered by the number in Bim-Bcl-W, high to low:
SMILES	Bim-Bcl-W
CCOC(=O)N1CCN(c2cc(N)c([N+](=O)[O-])cc2F)CC1	3
O=C(C1CC(=O)N(C2CCCC2)C1)N1CCN(c2ccccc2F)CC1 (stereo not given)	1
O=C1COc2ccc3ccccc3c2CN1	0

# Other structures:
HRas wt GTP	Cdc42 wt GTP	Bfl-1 Bim block	Bim-Bcl-XL	Rac1 mut GTP	Bim-Bcl-2	Rab2A wt mod	Rab7 wt GTP bind	Rac1 wt modul	Bim-Bcl-W	Bcl-B Bim block	compound
98	100	-2	0	97	0	98	98	102	0	-3	COC(=O)C1C(c2ccc(OC)cc2)C(C(=O)OC)S(=O)(=O)C(CCN2CCCCC2)S1(=O)=O (stereo not given)
103	105	-2	-21	98	1	103	104	109	-7	-5	CC1CCCCN1C(=O)NC12CC3CC(CC(C3)C1)C2 (stereo not given)
105	103	-13	-3	102	-5	103	105	104	-3	-6	Cc1ccccc1NC(=O)c1ccc(S(=O)(=O)C(F)F)cc1
96	99	-2	0	97	-1	96	97	96	2	-4	CC(C)c1ccccc1NC(=S)N1CCN(Cc2ccc3c(c2)OCO3)CC1
101	104	-16	-12	99	-11	99	96	103	-7	-12	CN1/C(=C\C=C(/C#N)C(=O)Nc2ccccc2F)C(C)(C)c2ccccc21
97	99	-5	-3	95	-5	97	98	100	-3	-2	OCCC1CN(Cc2cc3c(cc2Cl)OCO3)CCN1C1CCCC1 (stereo not given)
102	104	-14	-12	101	-10	101	101	105	0	-9	COCCN(C(=O)CCC(=O)Nc1ccccn1)C(C(=O)NCCC(C)C)c1ccc(OC)cc1 (stereo not given)
95	91	-2	-2	94	0	96	95	95	0	-4	Cc1nn(CCOc2ccc(Br)cc2)c(C)c1[N+](=O)[O-]
95	93	5	1	95	3	93	98	97	0	2	Cc1nn(C2CCS(=O)(=O)C2)c(C)c1C=O (stereo not given)
104	104	0	1	99	0	105	102	102	-1	0	Cc1cc(C)c2cc(CN(CCO)Cc3nnnn3Cc3ccccc3)c(=O)[nH]c2c1
93	95	1	-4	97	0	98	95	98	0	-35	CC(c1n[nH]c(=S)n1-c1ccc(F)cc1)N1CCCCC1 (stereo not given)
95	92	-5	0	92	-4	95	98	95	-1	-3	O=C(CC1CCCCC1)NCc1ccco1
92	89	-4	-3	91	-1	89	92	97	1	-2	O=C(O)Cc1ccc(Oc2ncc(C(F)(F)F)cc2Cl)cc1
100	99	-7	0	97	-5	100	103	100	4	-6	Cc1ccc(NC(=O)CN(C)C(=O)Cn2ccsc2=N)cc1
99	100	-3	-1	100	4	99	96	102	0	0	COc1ccc(-n2cc(CNC(C)c3ccncn3)c(-c3cccc(F)c3)n2)cc1 (stereo not given)
100	100	3	0	97	0	97	100	104	1	1	CCCN1C(=O)SC(CC(=O)Nc2ccccc2C)C1=O (stereo not given)
100	93	2	-3	95	-1	98	100	100	-4	-3	CCOC(=O)c1c(NC(=O)CSC2=NN3CCCC(=O)N=C3S2)sc2c1CCCCC2
98	95	-4	-1	94	-6	103	106	99	0	-5	O=C(CSCc1ccccc1Cl)N/N=C/c1ccco1
102	100	-14	-5	100	-4	100	99	103	1	-5	Cc1cc(C(=O)CN2C(=O)c3ccccc3S2(=O)=O)c(C)n1CC1CCCO1 (stereo not given)
99	100	-11	4	97	-10	99	100	100	2	-4	CC(C)(C)c1nc2c(C#N)c(-c3ccc(Cl)cc3)ccn2n1
95	97	-2	-14	93	-1	93	94	90	-11	-1	CCN(CC)c1ccc(C=NCCc2ccc(S(N)(=O)=O)cc2)cc1
99	99	-10	-13	95	-7	97	102	102	4	-6	CCCC(=O)Nc1cccc(NC(=O)c2ccc3c(c2)OCCO3)c1
100	99	0	-3	98	1	98	98	96	-2	-3	CCC(C)[C@H](NC(=O)NCCCN1CCOCC1)C(=O)OC (stereo not given in full)
99	101	0	-5	100	-1	99	97	103	-3	-5	CCC(=O)Nc1cccc(NC(=S)NC(=O)c2cccs2)c1
98	96	-11	-1	95	-8	97	98	102	1	-5	CCOC(=O)c1sc2ccccc2c1OC(=O)c1ccccc1
105	104	0	-1	100	-2	104	98	105	-1	-2	CCOc1cc(C2C(C(=O)OC(C)C)=C(C)N=C3SCCC(=O)N32)ccc1OC(C)=O (stereo not given)
100	101	-9	-15	99	-6	99	96	102	1	-4	COc1ccccc1C1CN(c2ccc(F)cc2F)N=C1c1cccs1 (stereo not given)
101	102	-14	0	98	-8	103	102	107	-1	-9	CCC(C)c1ccc(OCC(=O)O)cc1 (stereo not given)
97	99	2	-1	98	1	97	102	101	1	0	Cc1ccc(-n2c(SCC(=O)NCCN3C(=O)CSC3=O)nnc2-c2ccccc2)cc1
90	90	-12	-6	89	-6	87	93	86	-3	-4	Cc1ccc(OCC(=O)N/N=C\c2ccc(-c3cccc(C(=O)O)c3)o2)c(C)c1
101	100	18	13	100	10	101	97	102	18	4	CSC(=NCc1ccc(F)cc1)NS(=O)(=O)c1cccs1
96	102	-16	-10	98	-11	98	97	102	-7	-12	O=C(CSc1nncs1)Nc1ccc(Cl)cn1
95	96	0	0	94	0	97	92	97	-1	-1	CC1(C)CC(=O)CC2(C1)NCC(c1ccccc1)c1c2[nH]c2ccccc12 (stereo not given)
101	103	-1	-4	99	-2	101	100	102	-2	-1	CS(=O)(=O)N(CC(=O)NC1CCCC1)c1ccc2c(c1)OCCO2
99	100	-11	-9	97	-5	99	98	100	1	-6	CCCC(=O)Nc1cc(-c2nnc(OC)c3ccccc23)ccc1N1CCCCC1
101	107	-9	-9	101	-11	104	104	106	-6	-9	CC1CCCN(Cc2nc3c(c(=O)n(C)c(=O)n3C)n2CC(=O)c2ccccc2)C1 (stereo not given)
97	98	-7	-4	97	-6	97	98	98	0	-4	CCOC(=O)N1CCC(NS(=O)(=O)c2cc(Br)cc3c2N(C(=O)CC)CC3)CC1
?	?	-20	-6	?	-12	?	?	?	-1	-9	c1ccc(COc2ccc(OCCCCN3CCCCC3)cc2)cc1
97	99	0	0	91	3	98	96	96	0	0	COC(=O)NC(=C(Cl)Cl)S(=O)(=O)c1ccccc1
99	98	-6	-6	97	-3	97	97	100	3	-5	C=CCn1c(SCc2ccc(C#N)cc2)nnc1-c1cccc(Cl)c1
104	105	-8	-2	102	-4	105	103	107	1	-2	CCCc1cc(C(=O)Nc2cc(C)on2)no1
98	100	-10	-7	99	-8	96	94	100	-3	-11	CCNC(=S)Nc1ccc(N(c2ccccc2)C(C)C)cc1
99	95	-9	-3	94	-2	97	107	98	-1	-7	Cc1ccc(NC(=O)Cn2nnc(-c3ccccc3-n3cnnn3)n2)c(C)c1
94	96	0	0	97	-1	97	97	96	0	0	Cc1ccc(OCCNC(=O)Cc2ccc(F)cc2)cc1
98	98	-4	-4	96	-3	95	97	97	-3	-5	COc1ccc2c(c1)c1nc3n(c(=O)c1n2CC(=O)Nc1cc(C)[nH]n1)CCS3
98	97	-6	-5	99	-5	99	96	100	0	-3	CCOc1ccccc1-c1nc(CN2CCCC2c2nccs2)c(C)o1 (stereo not given)
93	93	-4	-4	91	-2	93	95	92	-4	-2	CSc1nnc(C)c(=O)n1COC(=O)c1ccccc1
